Screens: PubChem, SRMLSC
E coli WT inh: blocks growth of wild type E. coli BW25113. E. coli BW25113 growth inhibition, OD600. inhibition, % at 10 µM. actives 0.05% (n = 20,000). AID 552; in the data active means inhibition above about 40%;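 further: bacteria exposed to compound for 20 hours at 37 °C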
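assay system = bacterial strain in a whole-cell growth screen | quantity = inoculum from a 1:1000 dilution of a 1.5 h subculture | buffer or medium = LB broth with 50 µg/mL kanamycin | compound dosing = one dose, 10 µM final | schedule = compound exposure of 20 h at 37 °C | technique = absorbance at 615 nm as a measure of bacterial growth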
An asterisk follows results filed as active. This is a subset, so the mix of outcomes need not match the whole.

SMILES	E coli WT inh
O=C(c1cccc(F)c1)N1CCN(C(=O)c2cc(-c3ccc(Cl)cc3Cl)on2)CC1	-20.2
CCCCCc1nnc(NC(=O)C2CCCO2)s1 (stereo unspecified)	-15.6
O=C(Cn1nnc(-c2cccc(C(F)(F)F)c2)n1)NC(=O)NCc1ccco1	9.5
COCCn1c(C)cc(C(=O)CSc2nnc3scc(-c4ccc(Cl)cc4)n23)c1C	2.5
Cc1ccc(SC(C)c2nc(-c3cccnc3)no2)cc1 (stereo unspecified)	-22.2
Cc1ccc(-c2nnn(CC(=O)NC3CC4CCC3C4)n2)cc1 (stereo unspecified)	16.4
COc1ccc(OC(C)C(=O)NC2CC(C)(C)NC(C)(C)C2)cc1 (stereo unspecified)	-16.3
CCOC(=O)C1=C(C)NC(SCC(=O)Nc2cc(C)on2)=C(C#N)C1c1cccs1 (stereo unspecified)	-20.7
CCn1cc(NC(=O)Nc2ccccc2C(=O)OC)c(C(N)=O)n1	-10.2
CCCN1CCN(C(=O)c2cn(CC(C)C)c(=O)c3cc(OC)c(OC)cc23)CC1	2.2
COc1cccc(C(=O)CN2CCC(NC(=O)NC3CCCCC3)CC2)c1	-3.2
Cc1ccccc1NS(=O)(=O)c1cc(C(N)=O)ccc1C	-18.7
COc1ccccc1CN1CC(C(=O)N2CCN(c3ccc(F)cc3)CC2)CC1=O (stereo unspecified)	-3.1
Cc1nn(-c2nc3ccccc3n2Cc2ccccc2)c2c1C(=O)CC(C)(C)C2	-17.0
CC(C)(Oc1cccc2ccccc12)C(=O)O	-1.8
CC(C)CCSc1nc(N)c(C#N)cc1C#N	0.9
Cn1c(SCc2cccc3ccccc23)nnc1-c1ccco1	-1.6
O=C(COC(=O)c1ccccc1Oc1ccccc1)NC1CCS(=O)(=O)C1 (stereo unspecified)	12.9
COc1ccccc1-c1nc(S(=O)(=O)c2ccc(Cl)cc2)c(N(C)C)o1	-20.3
CCOc1nc(-c2ccccc2O)nc2ccccc12	7.8
Cc1ccc(S(=O)(=O)N(C)c2ccc(OCC(=O)OCc3c(C)noc3C)cc2)cc1	-5.0
N#Cc1c(N)n(CCNC(=O)c2cccs2)c2nc3ccccc3nc12	-1.1
COc1ccc(F)cc1S(=O)(=O)N1CCN(Cc2ccc3c(c2)OCO3)CC1	-10.0
CC(SCCc1ccccn1)C(=O)O (stereo unspecified)	1.9
COc1cc(C)nc(N2CCCC(C(=O)Nc3cccc(Cl)c3Cl)C2)n1 (stereo unspecified)	-1.2
CCn1cnc2sc(C(=O)O)c(C)c2c1=O	-13.6
Cc1cccc(NC(=O)C2CCCN2C(=O)OCC(C)C)c1C (stereo unspecified)	-3.1
COc1ccc2c(c1)cc(C(=O)O)n2C	-6.0
O=C(CN1CCN(c2ccc(F)cc2)CC1)OCc1ccccc1	-3.2
Cc1cc(-c2nc3ncccc3o2)ccc1N	-3.7
Cn1cccc1-c1cc(C(=O)O)[nH]n1	15.1
O=C(NCc1cccs1)c1nc2ncccn2n1	-15.8
O=C(Nc1ccccc1N1CCCCC1)c1ncoc1-c1ccc(F)cc1	4.9
COc1ccc(-c2cc(C(=O)N3CCOCC3)c3cc(C)ccc3n2)cc1	-10.0
C=CCn1c(COc2cccc(C)c2)nnc1SCC(=O)NC(=O)NCc1ccco1	-0.2
CC1=CC(C)C2C(=O)N(CCCN(C)C)C(=O)C2C1 (stereo unspecified)	-5.9
CN1CC(=O)N(CC(=O)NCCc2ccc(F)cc2)c2ccccc2C1=O	-1.5
CSCCC(NC(=O)OC(C)(C)C)C(=O)NC(CC(C)C)C(N)=O (stereo unspecified)	0.5
O=C(Nc1ccc(Cc2ccncc2)cc1)C1CC1	2.3
CC(C)(O)C1=NOC(c2ccccc2)C1 (stereo unspecified)	16.2
CCCN1CCN(CCCNC(=O)Cn2ncc3c4ccccc4n(C)c3c2=O)CC1	6.7
CN(C(=O)CCN1C(=O)C(C)(C)Nc2ccccc21)c1ccccc1	-17.8
COc1ccc(OCC(O)COc2ccc(OC)cc2)cc1	-20.3
O=C(C1CC1)N1CCc2cc(Br)cc(S(=O)(=O)N3CCOCC3)c21	14.1
CC(=O)c1cccc(NC(=O)CSc2nnc(-c3ccc(S(=O)(=O)N4CCCC4)cc3)o2)c1	-20.5

17 structures from above, arranged by length of the SMILES, low to high.
SMILES	E coli WT inh
CC(SCCc1ccccn1)C(=O)O (stereo unspecified)	1.9
Cn1cccc1-c1cc(C(=O)O)[nH]n1	15.1
CCn1cnc2sc(C(=O)O)c(C)c2c1=O	-13.6
COc1ccc(OCC(O)COc2ccc(OC)cc2)cc1	-20.3
Cn1c(SCc2cccc3ccccc23)nnc1-c1ccco1	-1.6
CC1=CC(C)C2C(=O)N(CCCN(C)C)C(=O)C2C1 (stereo unspecified)	-5.9
O=C(CN1CCN(c2ccc(F)cc2)CC1)OCc1ccccc1	-3.2
CCn1cc(NC(=O)Nc2ccccc2C(=O)OC)c(C(N)=O)n1	-10.2
N#Cc1c(N)n(CCNC(=O)c2cccs2)c2nc3ccccc3nc12	-1.1
COc1cccc(C(=O)CN2CCC(NC(=O)NC3CCCCC3)CC2)c1	-3.2
COc1ccc(-c2cc(C(=O)N3CCOCC3)c3cc(C)ccc3n2)cc1	-10.0
O=C(C1CC1)N1CCc2cc(Br)cc(S(=O)(=O)N3CCOCC3)c21	14.1
CCCN1CCN(CCCNC(=O)Cn2ncc3c4ccccc4n(C)c3c2=O)CC1	6.7
COc1ccccc1CN1CC(C(=O)N2CCN(c3ccc(F)cc3)CC2)CC1=O (stereo unspecified)	-3.1
O=C(Cn1nnc(-c2cccc(C(F)(F)F)c2)n1)NC(=O)NCc1ccco1	9.5
O=C(c1cccc(F)c1)N1CCN(C(=O)c2cc(-c3ccc(Cl)cc3Cl)on2)CC1	-20.2
CC(=O)c1cccc(NC(=O)CSc2nnc(-c3ccc(S(=O)(=O)N4CCCC4)cc3)o2)c1	-20.5

Going on with the list.
SMILES	E coli WT inh
CC1CN(c2ccccc2)C(=O)CS1 (stereo unspecified)	-11.2
O=C(CC1(O)C(=O)N(Cc2ccccc2Cl)c2ccccc21)c1ccco1 (stereo unspecified)	-13.4
COc1ccccc1OC(=O)c1ccc(SC)cc1OC	7.4
O=C(O)C1C2C=CC(C2)C1C(=O)N1CCc2ccccc21 (stereo unspecified)	-20.3
CCOCCc1nnc(NC(=O)CSc2ccccc2)s1	-22.3
CC(C)CSc1nc2ccccc2n1CC(N)=O	-0.3
CCC(CC)C1C(C#N)=C(N)Oc2n[nH]c(C)c21 (stereo unspecified)	3.2
O=C(CSc1nc2ccccc2o1)NCC(=O)c1ccccc1	-14.1
CCOC(=O)C1CCN(C2CC(=O)N(c3ccc(OCC)cc3)C2=O)CC1 (stereo unspecified)	-16.0
CCOc1ccc(NC(=O)Cn2nnc(-c3ccccc3F)n2)cc1	8.4
NC(=O)CCS(=O)(=O)CCN1CCCCC1	15.9
C=CCC1(O)C(=O)Nc2ccccc21 (stereo unspecified)	2.1
CN(C)c1nc(N)nc(CSc2nnnn2C)n1	-21.7
CC(=O)N1CCc2cc(S(=O)(=O)CCC(=O)N3CCN(c4ccccn4)CC3)ccc21	7.0
CC(=O)OCC(=O)c1ccc2ccn(C(C)=O)c2c1	-1.3
CC1CN(C)C(C)CC1NCc1ccc2c(c1)OCO2 (stereo unspecified)	-12.6
CC(C)c1ncc(C(O)c2cccc3ccccc23)n1C (stereo unspecified)	0.6
O=C(CSc1nnnn1-c1ccc(Cl)cc1)NC(=O)Nc1ccc2c(c1)OCCO2	-1.8
O=C(CSc1nnc(CN2CCOCC2)n1-c1ccccc1)N1CCc2ccccc21	-20.2
CC1CC(C)CN(c2ncnc3c2cnn3-c2ccc(Cl)cc2)C1 (stereo unspecified)	8.7
CCn1cc(Br)c(-c2nc3ccccc3c(=O)n2N)n1	-6.3
CC1Cc2cc(/C(O)=C3/C(=O)C(=O)N(CCCN(C)C)C3c3ccncc3)ccc2O1 (stereo unspecified)	-22.2
CCC1(C)Cc2c(sc3c2c(=O)n(C)c2nnc(SCC(=O)c4ccccc4)n32)CO1 (stereo unspecified)	-21.4
O=C(c1cccs1)N(Cc1ccco1)Cc1cc2ccccc2[nH]c1=O	1.1
CCc1ccc(OC)c(S(=O)(=O)Nc2ccccc2C)c1	-21.4
CCOC(=O)CSc1nnc(-c2ccncc2)o1	-0.9
Cc1occc1-c1nnc(SCC(=O)c2ccc(F)cc2)n1Cc1ccco1	-1.6
c1ccn2c(SCc3ccc4c(c3)OCCO4)nnc2c1	6.3
CC(C)NC(=O)c1ccccc1NC(=O)CN(c1ccc2c(c1)OCO2)S(C)(=O)=O	2.0
COc1ccc(-n2nnnc2SCC(=O)N2CCOCC2)cc1	-3.0
CC(=O)NCc1cccc(CNC(C)=O)n1	-4.7
COCc1cc(C2C(C(=O)c3ccco3)=C(O)C(=O)N2CCOCCO)ccc1O (stereo unspecified)	-16.8
Cc1cc(C)nc(NC(=O)CSc2ccccn2)n1	-21.9
CCOc1ccc(NC2c3ccccc3C(=O)N2Cc2ccco2)cc1 (stereo unspecified)	9.8
O=C(CSc1ncc(-c2ccccc2)n1-c1ccccc1)NCc1ccco1	-9.6
O=C(Nc1ncc(Cc2ccccc2)s1)c1cccs1	-10.0
O=C(C1CCN(C2CC(=O)N(c3cccc(Cl)c3)C2=O)CC1)N1CCCCCC1 (stereo unspecified)	4.6
NC1CCCCC1N=Cc1c(O)n(CCc2ccc(F)cc2)c(=O)[nH]c1=O (stereo unspecified)	3.4
O=C(NCc1ccccc1)C1CCN(S(=O)(=O)c2cccc3cccnc23)CC1	13.5
Cc1ccccc1NS(=O)(=O)c1cc(S(C)(=O)=O)ccc1Cl	6.4
Cc1cc(Br)c2c(c1)=C(c1sc(N3CCCCCC3)nc1O)C(=O)N=2	-21.0
COc1ccccc1NC(=O)C1(C)Cc2ccccc2C(=O)O1 (stereo unspecified)	6.5
CCCCc1ccc(NC(=O)C2CCCO2)cc1 (stereo unspecified)	6.6
N#CC1(c2ccccc2)CCC(=NO)CC1 (stereo unspecified)	3.7
Cn1nnnc1SCC(=O)N1CCN(c2ccc(Cl)cc2)CC1	-21.0
COC(=O)c1ccccc1NC(=O)c1ccc(-c2ccccc2F)o1	-4.7
C[C@H](CCC(=O)O)[C@H]1CC[C@H]2[C@@H]3C(=O)C[C@@H]4CC(=O)CC[C@]4(C)[C@H]3CC(=O)[C@]12C	2.8
COc1ccccc1NS(=O)(=O)c1ccc(OC)c(OC)c1	-3.0
COc1cccc(C(=O)Nc2cc(C)c3c(=O)oc4ccccc4c3n2)c1	6.9
CC(NO)C(C)(C)NO (stereo unspecified)	-1.7
O=C(O)Cc1nc2nc3c(c(=O)n2[nH]1)CCCC3	-13.3
COCCNC(=O)C1CCC(Cn2c(=S)[nH]c3ccccc3c2=O)CC1 (stereo unspecified)	-25.8
O=C(c1ccccc1)N1CCN(Cc2c[nH]c3ccccc23)CC1	-13.0
Cc1cc(C)nc(Nc2ncc(O)n2-c2ccc(C)c(Cl)c2)n1	2.1
O=C(c1ccc(N2CCNCC2)cc1)c1cccnc1	-23.4
COC(=O)c1cc(OC)c(OC)cc1NC(=O)Cn1nnc(-c2ccccc2Cl)n1	-15.5
CC(=O)Nc1ccc(NC(=O)c2ccccc2F)cc1	7.3
C=CCn1c(SCc2ccccc2)nnc1-c1cccnc1	-23.7
Cc1ccc(C)c(NS(=O)(=O)c2ccc(NC(=O)c3ccco3)cc2)c1	-7.0
Cc1cc(=O)[nH]c(Nc2ccc(C(=O)OC(C)C)cc2)n1	-11.7

Other results.
SMILES	E coli WT inh
COc1ccc(CCNC(=O)CSCc2n[nH]c(=O)[nH]2)cc1OC	-9.4
COc1cc(C2C(C#N)=C(N)Oc3cc(N)ccc32)cc(OC)c1OC (stereo unspecified)	21.4
Cc1ccc(Nc2nc(N)nc(CC#N)n2)cc1	5.4
COc1ccc(NC(=O)Cn2c(C)cc(=O)c3cccc(OC)c32)cc1	-18.8
O=C(NC1CCCCC1)c1cc2nc3c(c(C(F)(F)F)n2n1)CCCC3	2.5
CCC(C)NCC(O)COCc1ccc(Cl)cc1 (stereo unspecified)	11.0
COC(=O)c1cn(NC(=O)c2cccnc2)c(=O)c2ccccc12	-2.8
CN(c1ccccc1C(=O)Nc1ccc(S(=O)(=O)N2CCCCC2)cc1)S(C)(=O)=O	-9.6
Cc1cc(C)nc(NC2=NCCN2C(=O)Nc2ccc(Cl)c(Cl)c2)n1	-12.3
CC(=O)C(C)Oc1ccc2c3c(c(=O)oc2c1)CCCCC3 (stereo unspecified)	-3.0
Cc1c(Cl)cccc1N(CC(=O)N1CCCCCC1)S(C)(=O)=O	-19.2
CCOC(=O)C(C)C1(O)c2ccccc2-c2ncccc21 (stereo unspecified)	-4.6
COC(=O)Nc1nnc(-c2ccccc2Cl)s1	-16.4
Cn1nnc2cc(NC(=O)N3CCN(c4ccccn4)CC3)ccc21	1.7
O=c1cc(CSc2nnc(-c3ccco3)o2)c2ccccc2[nH]1	-19.3
CN(C)c1cccc(C(=O)NC2CCCCCC2)c1	2.2
CC1CCCN(S(=O)(=O)c2ccc(C(=O)Nc3nnc(-c4ccccc4Cl)o3)cc2)C1 (stereo unspecified)	0.8
CCn1c(=O)cc(SCC(=O)N2CCOCC2)c2ccccc21	-3.0
CC(=O)N(C)c1ccc(OCC(O)CN(Cc2ccco2)S(=O)(=O)c2ccc(C)cc2)cc1 (stereo unspecified)	-20.9
N[C@@H](Cc1ccccc1)c1nnc2sc(SCc3ccccc3)nn12	-2.2
Cn1nnc2cc(C(=O)NCc3ccc4c(c3)OCO4)ccc21	4.2
CCOC(=O)c1c(NC(=O)Cn2c(=O)oc3ccccc32)oc(C)c1C(C)=O	4.3
COC(=O)c1sccc1NC(=O)C1CC=CCC1C(=O)O (stereo unspecified)	-4.0
Cn1c(=O)c2c(nc(N3CCN(c4ccccc4)CC3)n2CCCc2ccccc2)n(C)c1=O	0.3
Cc1ccc2c(c1)c1c3n2CC(=C2C(=O)OC(C)(C)OC2=O)NC3CCC1 (stereo unspecified)	6.4
C=CCOc1c(CNc2nccs2)cccc1OCC	-13.5
CC(C)Oc1ccc(-c2nn(-c3ccccc3)cc2/C=c2\sc3ncnn3c2=O)cc1	11.5
O=C(CN1CCCCCC1)OCCN=C1NS(=O)(=O)c2ccccc21	-9.3
